From PubChem
SUMO Mot1 rescue: yeast Mot1-301 growth rescue at high temperature, primary screen, SUMOylation pathway inhibitor project, S. cerevisiae, ATP luminescence, 38.5C | actives 1% (n = 320,000) | S. cerevisiae Mot1-301 growth rescue; percent above DMSO median, 100 means doubled | growth rescue, % at 18.8 µM;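 active = every valid replicate shows activation above 250% relative to neutral control wells; inactive = the rest, any valid replicate at or below 250%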;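 note: OY570 slx delta 5 strain wells were the positive control but not used for scaling; some compounds called inactive have numbers as strong as hits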
dFosB activator: activators of delta FosB homodimer, primary screen, biochemical, fluorescence polarization, TAMRA-CDK5 oligo, single point; AID 493131, 2011; actives 0.99% (n = 340,000); purified delta FosB; percent of positive-control signal above neutral wells; Protein FosB (Mus musculus), P13346; activation, % at 25 µM;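 active = mean activation above about 17%, with every replicate also reaching it, limit read from the data, passing the limit was not always enough; inconclusive = only one of the two conditions met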;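 note: fluorescence polarization rise as delta FosB binds a TAMRA Cdk5 AP-1 oligo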
Cardiac RTF inh: cardiac RTF calcium sensitivity inhibitors, primary screen, biochemical, IANBD-TnC fluorescence, EC70 calcium; Troponin I, cardiac muscle (Homo sapiens) + Troponin T, cardiac muscle (Homo sapiens) + …; IANBD-labeled cardiac RTF, Ca2+ fluorescence; inhibition, % at 7.15 µM; actives 0.12% (n = 340,000);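 active = inhibition above the mean inhibition of all tested compounds plus 3 SD, cut at about 17% in these data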;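 note: assay run at fixed EC70 calcium of 1.6 mM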
Keap1-Nrf2 PPI: Keap1-Nrf2 protein-protein interaction inhibitors, primary screen, biochemical, fluorescence polarization, single point; actives 0.15% (n = 340,000); Keap1 Kelch-Nrf2 peptide fluorescence polarization, 1536-well; inhibition, % at 9.4 µM; Kelch-like ECH-associated protein 1 (Homo sapiens), Q14145; in the data active = inhibition above about 12%; inconclusive = no clear call, values can overlap the other calls; inactive = below about 7.3%;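 note: human Keap1 Kelch domain with fluorescein labeled Nrf2 9mer peptide probe; 0% = neutral control wells and 100% = peptide positive control; higher means more block of Keap1 binding to Nrf2 peptide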
Target sequence (Q14145 whole entry, looked up, the tested form may be a part): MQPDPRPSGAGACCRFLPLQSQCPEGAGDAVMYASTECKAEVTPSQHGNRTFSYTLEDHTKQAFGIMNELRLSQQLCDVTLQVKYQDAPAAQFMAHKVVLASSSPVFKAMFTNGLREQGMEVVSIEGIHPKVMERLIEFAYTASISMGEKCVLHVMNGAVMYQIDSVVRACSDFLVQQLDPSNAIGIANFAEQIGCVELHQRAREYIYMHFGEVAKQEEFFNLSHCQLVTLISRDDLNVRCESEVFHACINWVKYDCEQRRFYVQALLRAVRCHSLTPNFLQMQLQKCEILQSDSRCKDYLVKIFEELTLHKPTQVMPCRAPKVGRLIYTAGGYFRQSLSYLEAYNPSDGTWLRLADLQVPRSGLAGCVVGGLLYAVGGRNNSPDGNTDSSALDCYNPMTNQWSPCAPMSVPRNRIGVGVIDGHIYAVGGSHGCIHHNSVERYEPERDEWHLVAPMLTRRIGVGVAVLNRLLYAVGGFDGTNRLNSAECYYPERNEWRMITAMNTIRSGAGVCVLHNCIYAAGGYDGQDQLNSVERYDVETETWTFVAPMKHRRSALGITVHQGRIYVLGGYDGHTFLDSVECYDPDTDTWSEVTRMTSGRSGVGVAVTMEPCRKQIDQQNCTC
PvdQ inh: P. aeruginosa PvdQ acylase inhibitors, primary screen, biochemical, fluorescence, plate reader and imaging, single point; PvdQ acylase [Pseudomonas aeruginosa LESB58]; purified PvdQ acylase; inhibition, % at 10 µM; actives 0.063% (n = 340,000); AID 488965, 2010; in the data active = inhibition above about 30%, passing the limit was not always enough; inconclusive = no clear call, values can overlap the other calls;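 note: 0% = vehicle neutral wells and 100% = reference inhibitor wells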
Rtt109 HAT inh: inhibitors of C. albicans Rtt109/Vps75 HAT, primary screen, biochemical, ThioGlo CoA-SH fluorescence, plate reader | AID 540336, 2011 | inhibition, % at 34.9 µM | purified Rtt109/Vps75, 4 h | actives 0.16% (n = 330,000) | Histone acetyltransferase RTT109 (Candida albicans (strain SC5314 / ATCC MYA-2876)), …;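 active = inhibition of at least 50% in every replicate; inconclusive = best replicate reaches 50% inhibition but some replicates fall short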
Target sequence (Q5AAJ8 whole entry, looked up): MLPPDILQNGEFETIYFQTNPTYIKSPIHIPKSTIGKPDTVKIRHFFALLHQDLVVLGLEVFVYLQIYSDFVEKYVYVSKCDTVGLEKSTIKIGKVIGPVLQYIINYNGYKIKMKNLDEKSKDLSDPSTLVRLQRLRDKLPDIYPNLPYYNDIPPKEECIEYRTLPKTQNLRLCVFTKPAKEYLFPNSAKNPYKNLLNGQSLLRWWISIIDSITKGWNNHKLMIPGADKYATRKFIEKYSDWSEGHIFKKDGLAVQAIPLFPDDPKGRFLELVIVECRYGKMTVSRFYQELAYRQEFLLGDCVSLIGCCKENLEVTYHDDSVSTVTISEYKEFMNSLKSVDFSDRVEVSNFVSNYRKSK
CDK5 inh: inhibitors of human CDK5/p35 kinase, primary screen, biochemical, single concentration | inhibition, % at 10 µM | Cyclin-dependent kinase 5 (Homo sapiens) + Cyclin-dependent kinase 5 activator 1 (Homo … | AID 488839, 2010 | Recombinant CDK5/p35, ADP-Glo luminescence, 60 min | actives 0.01% (n = 330,000);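 active = highest replicate inhibition of at least 50% and at least 75% of replicates reaching 50%; inconclusive = only one of the two criteria met; inactive = both criteria failed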;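 note: plate controls were DMSO neutral control for no effect and GW8510 at 10 µM for full effect; many of its hits are not listed in these tables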
C-LANA FP: inhibitors of KSHV C-LANA binding to DNA, primary screen, biochemical, fluorescence polarization, FAM-LBS DNA, MBP-C-LANA, single point; Kaposi's sarcoma herpesvirus LANA C-terminal domain (residues 932-1162) DNA binding; inhibition, % at 9 µM; actives 0.078% (n = 340,000);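 active = highest replicate inhibition at or above 60% at 9 µM, even if other replicates fall short; inactive = all replicates below 60% inhibition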;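 note: 0% = neutral control wells and 100% = 4 µM acridine orange control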
cardiac RTF act: cardiac RTF calcium sensitivity activators, primary screen, biochemical, IANBD-TnC fluorescence, EC20 calcium; Troponin I, cardiac muscle (Homo sapiens) + Troponin T, cardiac muscle (Homo sapiens) + …; IANBD-labeled TnC RTF fluorescence at EC20 calcium; 0% EC20 calcium, 100% full calcium; activation, % at 7.2 µM; actives 0.24% (n = 340,000);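 active = activation above the mean over all tested compounds plus 3 SD, cut at about 30% in these data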;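 note: rise in fluorescence read as greater calcium sensitivity of cardiac thin filaments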
NSD2 inh: NSD2 histone methyltransferase inhibitors, primary screen, biochemical, AlphaScreen, single concentration, set 2; Histone-lysine N-methyltransferase NSD2 (Homo sapiens), O96028; NSD2 peptide methylation, 120 min; inhibition, % at 12.5 µM; actives 0.54% (n = 310,000); in the data active = inhibition above about 50%
PfHsp90 yeast 2: growth inhibition of PfHsp90-expressing yeast, primary screen, antimalarial PfHsp90 inhibitor project, S. cerevisiae, BacTiter-Glo luminescence, single point, set 2; BacTiter-Glo ATP, 48 h; yeast lacking PDR1 and PDR3 efflux regulators; inhibition, % at 9.4 µM; actives 0.32% (n = 310,000);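 active = every replicate shows inhibition above about 80%, whatever the replicate mean, limit read from the data; inconclusive = mean inhibition reaches the set limit but some replicate falls short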;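 note: 0% = DMSO neutral controls and 100% = 20 µM radicicol positive controls; yeast relying on Plasmodium falciparum Hsp90 in place of its own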
* marks the source's active call; other numbers are inactive results; ? = inconclusive; . = no result given; + = active, no number.

SMILES | SUMO Mot1 rescue | dFosB activator | Cardiac RTF inh | Keap1-Nrf2 PPI | PvdQ inh | Rtt109 HAT inh | CDK5 inh | C-LANA FP | cardiac RTF act | NSD2 inh | PfHsp90 yeast 2
COCC(=O)Nc1nc2n(n1)C(c1ccc(OC)cc1)CC(c1ccc(OC)cc1)N2 (centres undefined) | . | -9 | -7 | 4 | -6 | 2 | -1.1 | 1.2 | 0 | -2 | .
Cc1ccc([N+](=O)[O-])cc1N1C(=O)CS/C1=N\NC(=O)c1cccnc1 | -21 | 2 | -6 | 4 | -4 | -3 | 0.7 | 0.8 | -4 | -10 | -2
COc1ccc(C(=O)O)cc1S(=O)(=O)NCc1ccccn1 | -15 | 3 | 5 | -1 | -7 | -12 | -1.1 | 0.6 | 4 | -1 | 12
COc1cccc(C(=O)Nc2ccc(N3CCN(Cc4ccccc4)CC3)cc2)c1 | -2 | -6 | -3 | 0 | -12 | 1 | 0.5 | -1.6 | 1 | 3 | -7
COC(=O)COc1ccc(-c2ccc(F)cc2)cc1C=O | 217 | -5 | -6 | 2 | -4 | -1 | 2.1 | -1.6 | 0 | -4 | 11
CC(C)(C)NC(=O)C(c1ccc(Cl)cc1)N(Cc1ccco1)C(=O)CCl (centres undefined) | -17 | -4 | -3 | -1 | -24 | -8 | 0.1 | 4.4 | 0 | -1 | 17
COc1ccc(CC(=O)NNc2ncnc3c2cnn3-c2ccccc2)cc1 | 17 | 6 | 6 | 1 | 2 | -1 | 0.4 | 0.5 | 5 | -1 | -13
Cc1ccc(C)c(N2CCN(c3ncnc4c3cnn4-c3ccccc3)CC2)c1 | . | 5 | -4 | 3 | -6 | 10 | 0.4 | -0.7 | -2 | . | -1
CCc1ccccc1NC(=O)[C@@H]1CCC(=O)N1C1OC(=O)c2c1ccc(OC)c2OC (some centres undefined) | 0 | -7 | 0 | 2 | -5 | -8 | -0.1 | 1.2 | -4 | . | -4
CCN(CC)C(=O)CC(c1ccc2c(c1)OCO2)c1c(O)cc(OC)cc1OC (centres undefined) | 4 | -1 | -2 | -2 | -17 | 1 | 1.3 | 0.2 | 5 | . | -9
Cc1cc(=O)oc(C)c1C(=O)NCCc1ccccc1 | 3 | 4 | -8 | -7 | 4 | -1 | 0.4 | -0.1 | -2 | -5 | 6
S=c1[nH]nc2n1CCCN2 | -4 | 3 | 5 | 1 | 5 | -9 | -0.7 | -2.6 | 7 | -2 | 12
CCCCN(CCCC)CCNC(=O)c1cn(CC)c2ccc(S(=O)(=O)N3CCc4ccccc4C3)cc2c1=O | -2 | ? | -5 | 4 | 2 | 6 | 1.1 | -0.3 | -2 | 0 | -7
Cn1c(=O)c2c(nc(N3CCOCC3)n2CC(=O)C23CC4CC(CC(C4)C2)C3)n(C)c1=O | 6 | 4 | 4 | -2 | -7 | 3 | -3.2 | -0.6 | -1 | 3 | 29
COc1ccc(C)cc1NC(=O)c1ccc2c(O)c(S(=O)(=O)c3ccccc3)c(=O)[nH]c2c1 | 1 | -2 | -3 | -3 | 5 | -19 | 0.2 | 0.1 | -5 | 1 | 3
c1cc(-c2nnn(CCOCCn3nnc(-c4ccncc4)n3)n2)ccn1 | -16 | 3 | -7 | -4 | -17 | 3 | 1.2 | 1.0 | 7 | 43 | 16
CN(C)CCCNC(=O)c1ccc(Cl)c(S(=O)(=O)N2CCCCCC2)c1 | -5 | -10 | -11 | -1 | -7 | -7 | 1.0 | -0.9 | 0 | 8 | -8
COc1ccc(CCN2CC(C(=O)NCCc3ccccc3C(F)(F)F)CCC2=O)cc1 (centres undefined) | -13 | -5 | -3 | 1 | -8 | -6 | . | 2.1 | -3 | -2 | -6
O=C(CCCN1C(=O)/C(=C\c2ccccc2)SC1=S)Nc1cccc(C(=O)O)c1 | 22 | -13 | -10 | 2 | -1 | 29 | -3.2 | -0.4 | 3 | 14 | -49
Cc1[nH]n(-c2ccccc2)c(=O)c1/C=N/NC(=O)c1cccc(F)c1 | -7 | -5 | -13 | -2 | 12 | -7 | -1.9 | -1.7 | -8 | -1 | -35
COc1ccc(C2SCC(=O)N2c2c(C)n(C)n(-c3ccccc3)c2=O)cc1OC (centres undefined) | -11 | 0 | -11 | -1 | -7 | 5 | 0.5 | -1.2 | 3 | -2 | 38
CN(Cc1ccccc1F)C(=O)CN1C(=O)NC2(CCc3ccccc32)C1=O (centres undefined) | . | 0 | 7 | -1 | 2 | -6 | -1.5 | -1.2 | 4 | 1 | .
Cc1cc(C)c(OCCCNCc2ccccc2)c(Br)c1 | 0 | -7 | -2 | -3 | -21 | 0 | -7.6 | -3.2 | -8 | 4 | 0
COc1ccc(C2NC(=O)C(C#N)=C(S)N2c2ccccc2)cc1OC (centres undefined) | -5 | -7 | -1 | -2 | -5 | -6 | -6.1 | 2.9 | 3 | -4 | 2
COCCCNC(=S)NC1CC2CCCC(C1)N2Cc1cccs1 (centres undefined) | 6 | -3 | -3 | -7 | 8 | 5 | 0.1 | 0.4 | 0 | . | -2
CCOC(=O)C1C(=O)CC(C)(O)C(C(=O)OCC)C1c1ccc(SC)cc1 (centres undefined) | 0 | 4 | -3 | -4 | 0 | . | 1.4 | -0.4 | -5 | 10 | -29
Cc1nc(CSc2nnc3scc(-c4ccccc4)n23)cs1 | + | -6 | -1 | -2 | 5 | 14 | -1.0 | -1.7 | 1 | 26 | 6
CCOC(=O)c1cc(C#N)c(Nc2ccc(C)cc2)nc1C(F)(F)F | -15 | -10 | -5 | 5 | 1 | -2 | -0.8 | 0.2 | -6 | -2 | -23
Cc1csc(NC(=O)c2c(-c3c(F)cccc3Cl)noc2C)n1 | -5 | -10 | 2 | -5 | -12 | 3 | -0.4 | 3.3 | 6 | -1 | -1
CC(=O)Nc1nc2c(C)cc(NC(=O)C3CCCCC3)cc2s1 | 9 | 2 | 4 | -4 | -6 | -3 | 0.8 | -2.7 | 3 | -2 | -3
O=C1C(Cl)=C(N2CCN(Cc3ccccc3)CC2)C(=O)N1c1ccccc1 | . | 8 | 4 | 5 | -7 | -3 | -1.5 | 2.0 | -4 | -1 | -12
CC1CCN(C(=O)COC(=O)c2n[nH]c(=O)c3ccccc23)CC1 | -10 | -7 | -5 | 1 | 0 | 2 | 0.2 | -2.1 | -8 | 0 | -11
COc1cc2c(cc1OC)CN(C(C)C(=O)Nc1cccc(S(=O)(=O)N3CCOCC3)c1)CC2 (centres undefined) | . | -7 | -24 | -4 | -8 | 0 | -1.0 | -0.1 | 2 | 5 | .
Cc1cccc2c(C(=O)N3CCN(c4ccccc4)CC3)cc(-c3ccncc3)nc12 | 168 | 0 | -2 | -5 | -17 | -1 | 1.0 | -1.9 | 2 | 4 | -13
CCOC(=O)COn1c(=O)c(-c2ccccc2)[n+]([O-])c2ccccc21 | 5 | 5 | 0 | 1 | -13 | 0 | -3.2 | 1.1 | -4 | -4 | 13
CC(=O)c1ccc(NC(=O)COC(=O)c2ccccc2Sc2ccccc2C#N)cc1 | 11 | 40* | -1 | 4 | -12 | -14 | -0.2 | 1.7 | 2 | -3 | -6
CCOC(=O)N1CCC(NS(=O)(=O)c2ccc3c(c2)OCC(=O)N3)CC1 | 3 | 2 | 11 | 2 | 7 | 10 | 0.2 | 3.4 | -9 | -1 | -11
CC(NC(=O)c1cccc(S(=O)(=O)N2CCN(Cc3ccccc3)CC2)c1)c1ccccc1Cl (centres undefined) | . | 4 | 2 | -2 | -7 | 1 | -0.4 | -1.3 | -1 | 6 | -16
OCCN1CCN(c2nc3ccccc3nc2-c2ccccc2)CC1 | . | -10 | -8 | -2 | -3 | -1 | 0.5 | 3.1 | -3 | 2 | 2
Cn1c2c(sc1=O)CCC2 | . | -3 | 3 | 2 | -6 | -2 | 0.3 | 4.0 | 0 | . | -11
Cc1cc(C)cc(Nc2c3c(nc4ncnn24)CCC3)c1 | -5 | -3 | -18 | -6 | -4 | 4 | -2.4 | -1.3 | 0 | 0 | -33
COc1ccc(CNC(=O)c2ccc(CS(=O)(=O)c3ccc(C)cc3)o2)cc1 | 9 | -7 | -2 | 1 | -16 | -15 | -1.1 | 1.4 | -7 | -8 | 4
Cc1cccc(C(=O)NCC(=O)OCC(=O)c2ccc(Br)s2)c1 | 41 | 0 | -4 | -4 | -6 | -12 | 1.2 | -1.2 | -3 | -1 | 1
CC1C(=O)Nc2ccc(S(=O)(=O)N3CCN(c4ccccc4F)CC3)cc2NC1=O (centres undefined) | -13 | -8 | -1 | -3 | -19 | -1 | 0.7 | -0.8 | 5 | . | 32
COc1ccc(CNC(=O)c2ccc(NS(=O)(=O)c3c(C)noc3C)cc2)cc1 | -4 | -2 | -7 | -6 | -1 | 7 | -6.1 | 2.3 | 6 | . | -31
CC(C)(C)C(=O)Nc1nc(C2CCCN2S(=O)(=O)c2ccc(Cl)cc2)cs1 (centres undefined) | -18 | -5 | -3 | -2 | -7 | 13 | 0.6 | -0.9 | -2 | 0 | -35
Cn1cc(-c2ccccc2C(N)=O)c(=O)c2ccccc21 | 120 | 0 | -3 | -6 | -14 | -10 | 1.9 | 0.3 | -1 | 56* | .
O=S(=O)(Nc1ccc(Cl)cc1)c1ccc2c(c1)CCO2 | 17 | 2 | 1 | 4 | 1 | -21 | -0.6 | 2.5 | 0 | 5 | -22

Three entries out of the list above, sorted by the value under C-LANA FP, lowest first.
compound | C-LANA FP
CC1CCN(C(=O)COC(=O)c2n[nH]c(=O)c3ccccc23)CC1 | -2.1
CC(C)(C)C(=O)Nc1nc(C2CCCN2S(=O)(=O)c2ccc(Cl)cc2)cs1 (centres undefined) | -0.9
COc1ccc(CNC(=O)c2ccc(CS(=O)(=O)c3ccc(C)cc3)o2)cc1 | 1.4

Random draw from the library; about 3.2% have a hit in one of these screens.
